PG9 binder: small molecules binding HIV-1 gp120 antibody PG9 | TR-FRET gp120-PG9 antibody binding | inhibition, % at 6.7 µM | actives 0.43% (n = 360,000) | AID 624416; in the data active means inhibition above about 8.5%
SIAE inh: human SIAE inhibition, primary screen; Q9HAT2; SIAE FP-Rh probe binding, fluorescence polarization; inhibition, % at 9.66 µM; actives 0.69% (n = 370,000);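 active means inhibition above a cutoff: mean of compounds within the control limits plus 3 SD of those, cut at about 17% in these data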;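 further: 0% = plate median of compound wells and 100% = probe without SIAE protein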
rCAG binder: molecules binding r(CAG) RNA repeats; r(CAG) RNA repeat, TO-PRO-1 dye displacement fluorescence; actives 1.3% (n = 370,000); inhibition, % at 3 µM;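 active means inhibition above the plate cutoff, the mean of all test compounds on that plate plus 3 SD, cut at about 35% in these data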;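 further: 0% = DMSO alone and 100% = 100 µM mitoxantrone as full dye displacement; higher means more dye released from RNA so lower well fluorescence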
ABHD4 inh: ABHD4 (mouse) inhibition, primary FP screen; Q8VD66; purified mABHD4, FP-Rh probe fluorescence polarization; inhibition, % at 8.92 µM; actives 0.54% (n = 370,000);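 active means inhibition exceeding the mean over every tested compound plus 3 SD, cut at about 30% in these data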;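 further: 0% = plate median of compound wells and 100% = S159A mutant with DMSO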
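Assay system: wild-type mouse ABHD4 protein; compound: single nominal dose of 8.92 µM, 0.89% DMSO final; schedule: 45 min + 60 min at 25 °C; measured by: FP readout, ex 525 nm / em 598 nm; evaluation: % inhibition of FP-Rh probe binding versus controls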
TCR CD3 inh: blocks the human TCR-CD3 interaction | inhibition, % at 9.4 µM | TAMRA-labeled TCR probe fluorescence, biochemical | actives 0.37% (n = 360,000); in the data active means inhibition above about 19%;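 further: recombinant mutant TCR 2C K166C tagged with TAMRA read by polarization; 0% = receptor in buffer alone and 100% = receptor with positive control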
NR1D1 modulator: modulators of human Rev-erb alpha DNA binding. activity, % at 10 µM. Rev-erbα–FITC-DNA binding, fluorescence polarization, 90 min. P20393. actives 0.79% (n = 370,000). AID 1259318;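 active means activity above about 14%, limit read from the data; passing the limit was not always enough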;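 further: 0% = DMSO wells with 35 nM protein and 100% = DMSO wells with 750 nM protein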
HTRA1 inh: HTRA1 (human) protease inhibition. inhibition, % at 5.96 µM. recombinant HTRA1, FP-rhodamine activity-based probe, fluorescence polarization. Q92743. actives 0.5% (n = 340,000); in the data active means inhibition above about 36%;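 further: 0% = enzyme with DMSO and 100% = wells lacking enzyme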
PRMT1 inh: PRMT1 (human) inhibition, primary screen; recombinant PRMT1, activity-based probe fluorescence polarization; inhibition, % at 2.79 µM; actives 1.3% (n = 370,000); AID 652257;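 active means inhibition above about 21% made by adding two undisclosed values, limit read from the data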
Target sequence (Q99873 whole entry, looked up): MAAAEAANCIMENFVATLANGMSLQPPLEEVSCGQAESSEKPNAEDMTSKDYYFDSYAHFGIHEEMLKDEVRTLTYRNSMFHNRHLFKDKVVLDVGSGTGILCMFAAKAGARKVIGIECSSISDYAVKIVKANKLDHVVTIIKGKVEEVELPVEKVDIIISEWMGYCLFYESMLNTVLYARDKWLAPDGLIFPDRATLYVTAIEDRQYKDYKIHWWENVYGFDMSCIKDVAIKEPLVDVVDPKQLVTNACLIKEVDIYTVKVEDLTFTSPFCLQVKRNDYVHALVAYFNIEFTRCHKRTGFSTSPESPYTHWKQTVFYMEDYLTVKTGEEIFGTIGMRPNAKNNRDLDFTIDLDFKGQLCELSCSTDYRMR
TDP2 absorb: blocks human TDP2 phosphodiesterase activity | O95551 | recombinant TDP2, T5PNP hydrolysis, p-nitrophenol absorbance 415 nm | inhibition, % at 12.8 µM | actives 0.34% (n = 370,000) | AID 720702;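 active means inhibition above the mean of all tested compounds plus 3 SD, set per campaign, cut at about 25% in these data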;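 further: 0% = DMSO with enzyme and 100% = buffer with substrate but no TDP2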
Target sequence (O95551 whole entry, looked up): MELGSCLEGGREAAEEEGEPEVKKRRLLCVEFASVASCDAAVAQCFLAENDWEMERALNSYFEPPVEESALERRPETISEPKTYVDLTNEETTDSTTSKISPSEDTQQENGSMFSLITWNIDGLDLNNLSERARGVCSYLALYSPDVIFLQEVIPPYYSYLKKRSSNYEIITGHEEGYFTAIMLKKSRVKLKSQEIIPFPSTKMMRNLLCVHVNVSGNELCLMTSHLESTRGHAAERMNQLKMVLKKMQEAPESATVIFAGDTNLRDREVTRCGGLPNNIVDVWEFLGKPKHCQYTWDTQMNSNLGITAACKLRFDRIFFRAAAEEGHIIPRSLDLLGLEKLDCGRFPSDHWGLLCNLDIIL
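Assay system: Recombinant human TDP2 | Quantity: 120 nM TDP2 per well | Incubation: 2 h at 37 °C | Signal: Epi absorbance | Evaluation: Percent inhibition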
LEDGF integ inh: blocks HIV-1 LEDGF/p75-dependent DNA integration | TR-FRET IN-LEDGF/p75 DNA integration, Eu/Cy5 | actives 0.64% (n = 370,000) | inhibition, % at 3.7 µM;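 active means inhibition above the screen-wide mean plus 3 SD, cut at about 13% in these data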;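 further: signal is the Cy5 over europium emission ratio at 671 and 618 nm; 0% = plate median of compound wells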
* hit, by the source's call; / = not tested or not shown; & = joins results of further samples.

item	SMILES	PG9 binder	TDP2 absorb	rCAG binder	SIAE inh	LEDGF integ inh	ABHD4 inh	NR1D1 modulator	TCR CD3 inh	PRMT1 inh	HTRA1 inh
1	Cc1ccnc(NC(=O)c2cccs2)c1	-2.4	11	0	3	3	-4	3	-6	0	5
2	Cc1ccccc1-n1ccnc1SCC(=O)NC1CCCC1	0.3	-9	-3	5	1	-5	-1	-4	1	5
3	COc1ccc(C(=O)OCC(=O)c2ccc3c(c2)NC(=O)CO3)cc1OC	-1.5	-4	1	-9	3	0	-12	0	-3	1
4	O=C(CSc1nnc(NC2CCCCC2)s1)Nc1ccc2c(c1)C(=O)c1ccccc1C2=O	-3.9	-10	19	5	-1	12	-1	3	0	4
5	CCN(CC)S(=O)(=O)c1cccc(C(=O)NCC(c2ccccc2)N(C)C)c1 (stereo not given)	0.9	-1	-6	-3	-4	1	2	-6	4	-5
6	O=C(CCN1C(=O)C2C3CC(C(Br)C3Br)C2C1=O)OCC(=O)c1ccccc1 (stereo not given)	-2.6	1	-4	-1	0	-3	0	6	-5	-11
7	Cn1cc(CCOCc2ccccn2)c2ccccc21	-0.8	-4	4	4	6	4	-1	4	-2	/
8	CCCCNC(=O)Nc1nnc(-c2ccc(OCC)cc2)o1	3.1	3	5	-4	-4	-11	-1	0	5	-2
9	CCOCCCNC(=O)C(c1ccc(OC)cc1)N(Cc1cccs1)C(=O)c1ccccn1 (stereo not given)	0.3	6	-8	-3	-1	0	-3	3	-2	-1
10	C=CCn1c(C)nnc1SCC(=O)Nc1nccs1	-3.1	1	-1	5	-6	6	-3	3	-2	-7
11	Clc1ccccc1CN(Cc1ccco1)Cc1nnnn1C1CCCC1	1.2	-9	-2	-2	2	-20	5	-9	2	-42
12	C=CCn1c(SCC(=O)NC(=O)c2cccc([N+](=O)[O-])c2)nnc1-c1ccccc1	-0.7	10	0	2	1	5	-4	3	-1	0
13	Cn1c(N)c(C(=O)c2ccc(Cl)c(S(=O)(=O)N3CCCCCC3)c2)c(=O)n(C)c1=O	-1.3	2	2	-3	-1	1	-3	4	-4	-8
14	CCc1cc2c3c(c(=O)oc2cc1O)CCCC3	-0.2	6	4	5	3	-11	-4	-9	1	-15
15	O=C(CCN1C(=O)C2(OCCO2)c2ccccc21)c1ccccc1	1.1	4	-9	-4	2	1	-1	7	-4	-2
16	C=CCOc1ccc(CNc2nccs2)cc1OCC	-1.8	-3	1	5	-5	-5	7	-12	1	1
17	O=C1/C(=C/c2ccccn2)SC(=S)N1Cc1ccccc1	-0.3	10	-1	2	-3	3	0	-3	3	/
18	FC(F)(F)c1ccc2c(c1)NCC1CCCN21 (stereo not given)	-3.2	9	-2	18*	-2	29	4	-2	2	3
19	O=C(COC(=O)Cc1c(F)cccc1Cl)NC(=O)c1ccccc1	-2.3	-7	-4	-3	-4	4	-3	6	-2	5
20	COc1ccccc1NC(=S)NC(=O)/C=C/c1ccco1	-2.5	11	28	6	6	17	4	4	12	-11
21	CCCCn1cnc2c(SCc3ccc([N+](=O)[O-])cc3)nc(N)nc21	-0.8	-6	2	1	1	-2	2	-3	-4	-15
22	COC(=O)C1=C(C)N(Cc2ccc(C(F)(F)F)cc2)C(=NCc2ccc(C(F)(F)F)cc2)NC1c1ccccc1C(F)(F)F (stereo not given)	-0.2	-2	0	-8	-1	7	-2	-2	-6	/
23	Cc1[nH]n(-c2ccc([N+](=O)[O-])cc2)c(=O)c1C=NCCN1CCN(C(=O)c2ccc(Br)cc2)CC1	-1.8	-3	3	1	2	4	3	1	1	-9
24	COc1ccc(N(CC(=O)Nc2ccccc2C(N)=O)S(=O)(=O)c2ccc(C)c([N+](=O)[O-])c2)cc1	0.6	-6	19	-2	-7	-3	1	3	6	-35
25	COc1ccc(Nc2ccc(N3C(=O)CCC3=O)cc2[N+](=O)[O-])cn1	-0.4	-9	-1	-9	-1	8	2	5	1	8
26	COc1ccc(NC(=O)C(C2CC2)n2c(=O)c(-c3ccccc3)nc3ccccc32)cc1 (stereo not given)	-1.1	-4	6	-2	0	-6	4	-3	-8	/
27	COC(=O)c1ccc(CNC(=O)[C@@H]2CCCN2S(=O)(=O)c2ccccc2F)cc1	1.7	5	0	5	-2	2	-9	-1	-1	6
28	CCn1ccc(C(=O)Nc2sc3c(c2C(=O)OC)CCC3)n1	-1.2	2	5	-7	2	1	-4	3	3	-31
29	O=C(CSc1ncc(-c2ccc(F)cc2)n1Cc1ccco1)Nc1ccc2c(c1)OCO2	0.5	-2	0	2	4	-9	-3	0	9	-17
30	CC(=O)Nc1cc(-c2ccc(N)nc2)cn2c(-c3cccc(C(F)(F)F)c3)cnc12	-1.2	-2	17	4	1	11	0	1	1	/
31	CC1(C)NC(=O)N(CCCCOc2ccc(Cl)cc2)C1=O	0.3	8	-5	9	2	-4	4	6	0	2
32	COc1ccc2c(c1)CN1C(=O)N(Cc3ccccc3)S(=O)(=O)CC21 (stereo not given)	/	-12	3	-11	5	-7	3	/	-3	/
33	CC(C)(CCl)C(=O)Nc1ccnc(-c2ccncc2)n1	2.6	13	-4	6	1	-2	4	2	1	7
34	COc1cc(S(C)=O)ccc1-c1nc2ncccc2[nH]1 (stereo not given)	-1.2	19	1	-1	2	-2	5&-6	2	-2	-1
35	COc1ccc(N2C(=O)CSC23CCCCC3)cc1	0.9	7	-4	7	2	-3	0	0	-1	0
36	Cc1sc(N)nc1-c1c(C)n(C)c2ccccc12	-0.4	-11	4	9	-4	8	0	5	8	4
37	OCC1(CC2CCCCO2)CCN(C/C=C/c2ccccc2)CC1 (stereo not given)	0.2	-5	-5	-1	0	4	1	1	-2	-1
38	O=C(/C=C/c1ccco1)NCc1ccccn1	0.1	11	4	4	2	5	5	-2	4	-6
39	O=C(CCCCn1c(=O)[nH]c2ccccc2c1=O)NC1CCN(Cc2ccccc2)CC1	1.0	-10	0	2	-3	4	7	1	4	-2
40	COCc1cc(=O)[nH]c(Sc2c(-c3ccccc3)c3ccc(Cl)cc3[nH]c2=O)n1	1.8	-14	5	-7	-1	0	3	-9	2	6
41	CC1Oc2ccccc2N(CC(=O)N(Cc2ccccc2)Cc2ccccn2)C1=O (stereo not given)	0.2	-3	-9	0	-1	3	0	-1	1	0
42	O=C(Cc1ccc(Br)cc1)Nc1ccc(S(=O)(=O)Nc2ncccn2)cc1	0.7	-4	6	2	0	-4	-1	-2	-3	0
43	CCN(CC(=O)Nc1c(F)cccc1F)C(=O)c1ccc(S(=O)(=O)N(CC)c2ccccc2)cc1	-0.5	11	1	2	3	8	3	-5	-2	11
44	Cc1ccc(S(=O)(=O)N(C)C)cc1NC(=S)NCCc1ccccn1	-1.9	-3	-3	6	2	0	1	2	-4	-10
45	COc1ccc(S(=O)(=O)N2CCC(C(=O)NC3CCCCC3)CC2)cc1OC	2.8	-6	-1	7	-5	-12	3	-10	2	0

Some of these compounds in order of heavy-atom count, highest first:
item	SMILES	PG9 binder	TDP2 absorb	rCAG binder	SIAE inh	LEDGF integ inh	ABHD4 inh	NR1D1 modulator	TCR CD3 inh	PRMT1 inh	HTRA1 inh
41	CC1Oc2ccccc2N(CC(=O)N(Cc2ccccc2)Cc2ccccn2)C1=O (stereo not given)	0.2	-3	-9	0	-1	3	0	-1	1	0
32	COc1ccc2c(c1)CN1C(=O)N(Cc3ccccc3)S(=O)(=O)CC21 (stereo not given)	/	-12	3	-11	5	-7	3	/	-3	/
34	COc1cc(S(C)=O)ccc1-c1nc2ncccc2[nH]1 (stereo not given)	-1.2	19	1	-1	2	-2	5&-6	2	-2	-1

The list goes on.
item	SMILES	PG9 binder	TDP2 absorb	rCAG binder	SIAE inh	LEDGF integ inh	ABHD4 inh	NR1D1 modulator	TCR CD3 inh	PRMT1 inh	HTRA1 inh
46	CC1CCN(S(=O)(=O)c2cc(C(=O)NC3(C)CCS(=O)(=O)C3)ccc2Br)CC1 (stereo not given)	-0.1	-5	7	4	3	2	-3	4	4	-7
47	Cc1ccc(NS(=O)(=O)c2ccc3c(c2)NC(=O)C(C)C(=O)N3)cc1C (stereo not given)	-0.1	8	2	-3	-2	-3	-5	1	-4	-8
48	CC(C)Oc1ccc(-c2cc(=O)[nH]c(=O)[nH]2)cc1	1.4	6	-3	-6	0	8	-2	0	1	-2
49	O=C(NCCN1CCOCC1)c1ccc(NS(=O)(=O)c2cccc([N+](=O)[O-])c2)cc1	-3.4	4	4	-6	0	-2	3	7	0	0
50	CCCCS(=O)(=O)N1CCCC(C(=O)Oc2ccccc2)C1 (stereo not given)	-1.6	-2	-4	-2	1	-5	-2	-2	-4	-7
51	CCOC(=O)/C(=N\Nc1ccc(Cl)cc1)Sc1nnc(-c2ccc(OC)cc2)n1C	1.2	-10	24	-7	3	7	-7	-1	1	-2
52	O=C(Nc1ccccn1)c1ccc(Cl)c(S(=O)(=O)N2CCOCC2)c1	0.9	7	0	-4	-3	6	-1	3	3	1
53	Cc1nc(C)c(CCNC(=O)c2ccccc2Br)s1	-1.9	-5	3	12	1	3	-4	1	21	7
54	CC(=O)NCCN=Cc1sc2ccccc2c1O	-4.5	6	-3	-7	0	-3	-3	-5	40*	-4
55	O=C(Cc1ccc([N+](=O)[O-])cc1)NCc1cccnc1	-1.4	-2	3	4	-2	0	-3	2	4	1
56	COC(=O)c1sc(NC(=O)Cc2cccs2)nc1C	-2.8	-4	3	-5	2	1	-2	1	0	-7
57	Cc1ccc(C(=O)N2N=C3c4ccccc4S(=O)(=O)N3[C@H]2N(C)C)cc1	1.3	17	-3	8	-1	-5	-1	0	1	0

Not all compounds are listed (hit frequency here may not be typical).
